# Screens from PubChem.
# Yp Topo-I inh – Yersinia pestis topoisomerase I inhibitors, primary screen, biochemical, cleavage product accumulation, plate reader, single point | Y. pestis Topo-I cleavage product accumulation | activity, % at 10 µM | hit rate 0.064% among 360,000 | AID 504884, 2011; in the data active means activity above about 50%, passing the limit was not always enough; further: inactives centre near 2
# GDH-TPI counter – GDH-TPI coupling enzyme inhibitors, primary screen, artefact control for M. tuberculosis FBA inhibitor project, biochemical, absorbance, full deck; GDH-TPI coupled enzyme counterscreen, NADH absorbance; inhibition, % at 4.8 µM; hit rate 1.2% among 360,000; AID 588335, 2011; in the data active means inhibition above about 30%;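 further: 0% = DMSO wells and 100% = wells lacking the enzyme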
# BH1578 lux ind – inducers of Vibrio cholerae quorum light production without autoinducers, primary screen, BH1578 luxS cqsA deficient, single point | V. cholerae BH1578 lux reporter, luminescence, 6 h | hit rate 0.16% among 350,000 | activation, % at 18.7 µM | AID 588436, 2011; in the data active means activation mostly above about 9.7%, no sharp cut-off; further: not every result past the cut was called active; inactives centre near 0; reference of the scale not given here
# TcdB GH inh – TcdB glycohydrolase inhibitors, primary screen, biochemical, single point, plate reader; inhibition, % at 9.99 µM; TcdB glycohydrolase enzymatic assay; hit rate 0.24% among 350,000; AID 652162, 2013; in the data active means inhibition above about 10%
# Mtb UGM inh – M. tuberculosis UGM enzyme inhibitors, primary screen, biochemical, fluorescence polarization, single point; UDP-galactopyranose mutase (Mycobacterium tuberculosis (strain ATCC 25618 / H37Rv)), …; purified UGM, fluorescence polarization probe displacement; inhibition, % at 10 µM; hit rate 0.06% among 320,000; in the data active means inhibition above about 10%, passing the limit was not always enough
# Target sequence (P9WIQ1 whole entry, looked up): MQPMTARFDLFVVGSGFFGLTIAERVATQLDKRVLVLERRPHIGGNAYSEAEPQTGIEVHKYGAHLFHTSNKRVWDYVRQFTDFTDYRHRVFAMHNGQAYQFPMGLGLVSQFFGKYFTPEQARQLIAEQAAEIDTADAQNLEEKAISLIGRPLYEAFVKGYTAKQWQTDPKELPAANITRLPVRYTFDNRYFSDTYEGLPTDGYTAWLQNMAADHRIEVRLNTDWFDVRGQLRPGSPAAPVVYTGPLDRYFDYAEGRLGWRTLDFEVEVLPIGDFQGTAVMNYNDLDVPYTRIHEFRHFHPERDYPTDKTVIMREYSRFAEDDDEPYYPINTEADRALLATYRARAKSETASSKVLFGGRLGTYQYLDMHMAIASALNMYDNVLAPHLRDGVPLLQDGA
# PfHsp40 yeast – rescue of yeast from PfHsp40 toxicity, primary screen, S. cerevisiae, ATP luminescence; growth rescue, % at 12.5 µM; hit rate 0.68% among 340,000; S. cerevisiae expressing PfHsp40, growth rescue; in the data active means growth rescue above about 28%, passing the limit was not always enough;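 further: yeast W303a lacking pdr1 and pdr3 grown in galactose medium; growth measured after three days at 30 °C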
# FadD28 binding – inhibitors of FadD28 bisubstrate probe binding, primary screen, biochemical, fluorescence polarization, single point. hit rate 0.22% among 360,000. Mycobacterium tuberculosis FadD28 fatty-acid-AMP ligase. AID 588549, 2011. inhibition, % at 12.5 µM; in the data active means inhibition above about 8.5%, passing the limit was not always enough
# FBA Mtb inh – Mtb FBA enzyme inhibitors, primary screen, biochemical, fluorescence, strain H37Rv. AID 588726, 2011. inhibition, % at 1 µM. hit rate 2.3% among 360,000. purified M. tuberculosis FBA, fluorescence read-out; in the data active means inhibition above about 27%;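 further: 0% = vehicle and 100% = reference inhibitor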
# Target sequence (P9WQA3 whole entry, looked up): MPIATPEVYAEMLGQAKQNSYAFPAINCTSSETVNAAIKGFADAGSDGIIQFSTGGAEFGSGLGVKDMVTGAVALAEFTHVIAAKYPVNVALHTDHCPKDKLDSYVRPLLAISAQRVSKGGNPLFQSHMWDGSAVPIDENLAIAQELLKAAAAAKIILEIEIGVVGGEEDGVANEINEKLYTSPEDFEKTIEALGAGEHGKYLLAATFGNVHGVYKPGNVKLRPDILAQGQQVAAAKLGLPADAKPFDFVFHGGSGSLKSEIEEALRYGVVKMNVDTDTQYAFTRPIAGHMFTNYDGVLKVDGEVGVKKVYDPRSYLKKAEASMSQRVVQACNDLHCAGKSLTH
# Mtb BioA inh – M. tuberculosis BioA enzyme inhibitors, primary screen, biochemical, plate reader, single point, HTS. purified M. tuberculosis BioA enzyme. 7,8-diaminopelargonic acid synthase BioA (Mycobacterium tuberculosis). inhibition, % at 9.99 µM. hit rate 0.096% among 360,000. AID 602481, 2012; in the data active means inhibition above about 40%
# * hit, by the source's call; i = inactive; . = not tested or not shown.
SMILES	Yp Topo-I inh	GDH-TPI counter	BH1578 lux ind	TcdB GH inh	Mtb UGM inh	PfHsp40 yeast	FadD28 binding	FBA Mtb inh	Mtb BioA inh
CCc1ccc(CN2CCC(Oc3ccc(C(=O)NCc4ccccn4)cc3)CC2)o1	13	2	-0.3	-0.2	1.9	1.2	-0.4	1	-2.3
Cc1ccc(/C=N/NC(=O)COc2ccccc2-c2ccccc2)cc1	42	6	i	.	-2.2	-0.9	-4.1	-2	-1.0
CCCn1c(N)c(C(=O)CSc2nnc(-c3ccco3)n2Cc2ccccc2)c(=O)[nH]c1=O	20	4	i	.	0.8	-1.7	-1.5	0	0.5
CC(=NNC(=S)N1CC2CCC(CC2)C1)c1cccc(C)n1	12	9	i	0.9	.	0.5	-3.1	3	.
COc1cccc(C(O)c2nc(-c3ccc(Cl)cc3)cs2)c1 (stereo unspecified)	-6	6	-0.3	-0.4	.	.	2.5	5	-1.7
Cc1ccc(N2CN(Cc3ccco3)CNC2=S)cc1	4	-1	0.4	0.9	4.0	0.7	-1.5	1	.
O=C(O)CC(CC(=O)O)n1cccc1	-1	-3	i	0.4	.	-1.2	-9.9	-2	.
O=C(CN(C(=O)c1csnn1)c1ccccc1F)NCc1ccccc1	3	3	i	-1.1	-0.5	-0.3	0.9	5	0.2
Cc1cnc(NC(=O)c2nn(C)cc2[N+](=O)[O-])s1	3	-7	-1.0	1.7	.	-0.8	-3.2	2	.
CN(C)C(=O)Oc1noc2cc(Cl)ccc12	8	0	-0.9	1.1	-3.3	1.8	-0.9	-2	.
CC(NC(=S)Nc1c(Cl)cccc1OC(F)F)C(C)(C)C (stereo unspecified)	0	4	i	.	-0.3	0.2	-1.8	-3	2.0
CCOc1ccc(Nc2nc(N)c([N+](=O)[O-])c(N3CCN(CC)CC3)n2)cc1	-9	8	-8.3	0.1	-3.7	0.4	-2.9	2	0.6

# The listing continues.
SMILES	Yp Topo-I inh	GDH-TPI counter	BH1578 lux ind	TcdB GH inh	Mtb UGM inh	PfHsp40 yeast	FadD28 binding	FBA Mtb inh	Mtb BioA inh
Cc1ccc(NC(=O)C2CC(=O)N/C(=N/N=C/c3ccco3)S2)cc1 (stereo unspecified)	4	44*	-0.3	.	0.1	-0.2	-2.8	-3	.
CCn1c(SCC(=O)Nc2cc(C)on2)nnc1-c1cccc(C)c1	11	-8	-0.3	0.1	-1.2	0.7	.	-5	6.0
CCOC(=O)C(=O)NCC(c1ccco1)S(=O)(=O)c1cccs1 (stereo unspecified)	3	2	-2.1	1.8	2.5	-0.6	-0.3	0	-1.2
CCOC(=O)C1=C(CS(=O)(=O)c2ccc(F)cc2)NC(=O)NC1c1cc(OC)c(O)c(OC)c1 (stereo unspecified)	4	-3	i	-1.0	-2.4	1.1	-2.7	-2	-0.7
Clc1cccc(Cl)c1CN1CCN(c2ncccn2)CC1	-1	3	-0.4	1.8	-2.5	-0.9	0.0	2	-8.2
Cc1noc(C)c1COc1ccc(C(=O)N2CCN(S(=O)(=O)c3ccc(Cl)cc3)CC2)cc1	36	-9	i	0.0	1.7	-1.0	-4.2	0	.
COc1ccc(C(=O)Nc2ccc(CN3CCOCC3)cc2)cc1Br	-1	16	i	-0.6	1.8	-0.3	-2.1	-2	1.1
COc1ccc(NC2CCCN(C(=O)CCc3ccccc3F)C2)cc1 (stereo unspecified)	3	-4	-0.5	0.7	3.5	0.3	-2.3	-5	-1.8
Cc1ccc(-c2c(C(=O)N/N=C/c3ccncc3)nnn2-c2nonc2N)cc1	-6	18	-0.3	0.4	-0.4	-1.8	-1.4	-3	-1.0
N#Cc1ncc(Cl)c2ccccc12	4	2	-0.7	1.3	1.3	-0.9	-1.4	1	.
O=C(COc1ccc2ccccc2c1Br)N1CCCCC1	38	3	-0.3	.	2.7	1.4	-2.6	-1	1.8
CCc1nnc(NC(=O)c2ccc3c(=O)n4c(nc3c2)CCC4)s1	1	23	-0.2	-0.6	.	.	-1.5	-2	-1.4

# The results go on:
SMILES	Yp Topo-I inh	GDH-TPI counter	BH1578 lux ind	TcdB GH inh	Mtb UGM inh	PfHsp40 yeast	FadD28 binding	FBA Mtb inh	Mtb BioA inh
C=CCN1C=C2C(=O)C(C)(OC(=O)CCc3ccccc3)C(=O)C=C2C=C1c1ccc(C#N)cc1 (stereo unspecified)	2	19	i	.	-1.9	-0.5	-2.5	0	-2.3
O=c1[nH]c(/C=C\c2cccc(C(F)(F)F)c2)nc(O)c1[N+](=O)[O-]	6	16	i	1.4	.	3.9	-1.1	-4	-0.7
Cc1cc(OCC(=O)NCC(C)C)cc(C)c1Br	5	0	-0.8	.	-0.9	-0.4	-0.2	1	0.3
CS(=O)(=O)Nc1ccccc1C(=O)Nc1ccccc1Cl	-2	14	-0.8	.	1.7	0.3	-2.4	20	0.2
COc1ccc(C(=O)NC(=S)NNC(=O)c2ccc3ccccc3n2)cc1	1	7	1.1	0.1	2.6	-0.9	-1.2	4	-1.2
N#Cc1c(-c2ccccc2)c(-c2ccccc2)n[nH]c1=O	2	7	-1.4	0.5	3.8	1.0	0.8	-6	-2.4
CCC(C)c1ccc(NC(=O)C/C(C)=N/NC(=O)c2cnccn2)cc1 (stereo unspecified)	2	5	i	0.7	1.9	-0.6	-0.5	4	.
CC(C)(C)c1ccccc1NC(=O)c1ccc2c(c1)SC1=NS(=O)(=O)CCN12	-3	4	-0.4	0.0	1.8	0.5	0.4	1	.
NC(c1csc(NC(=O)Nc2ccc(OC(F)(F)F)cc2)n1)C1CCCCC1 (stereo unspecified)	-11	12	-4.5	0.9	.	.	-3.2	2	-0.8
Cc1ccc(C(=O)COc2ccccc2C(=O)Nc2ccccc2)cc1	-7	6	-1.1	.	-2.0	0.1	0.5	0	-2.1
COc1ccc(Oc2coc3c(CN4CCOCC4)c(O)ccc3c2=O)cc1	2	5	i	.	-1.0	-0.5	-3.9	-8	-0.1
COCCn1nnnc1C(c1ccccn1)N1CCN(c2cc(C)ccc2C)CC1 (stereo unspecified)	16	-10	i	0.3	-0.2	0.0	-3.4	-4	1.1

# Compound profiles (already shown). Screens in order: Yp Topo-I inh, GDH-TPI counter, BH1578 lux ind, TcdB GH inh, Mtb UGM inh, PfHsp40 yeast, FadD28 binding, FBA Mtb inh, Mtb BioA inh
# CCC(C)c1ccc(NC(=O)C/C(C)=N/NC(=O)c2cnccn2)cc1 (stereo unspecified) is listed as 2, 5, i, 0.7, 1.9, -0.6, -0.5, 4, .
# COc1ccc(Oc2coc3c(CN4CCOCC4)c(O)ccc3c2=O)cc1 is listed as 2, 5, i, ., -1.0, -0.5, -3.9, -8, -0.1
# Cc1ccc(C(=O)COc2ccccc2C(=O)Nc2ccccc2)cc1 is listed as -7, 6, -1.1, ., -2.0, 0.1, 0.5, 0, -2.1
# N#Cc1c(-c2ccccc2)c(-c2ccccc2)n[nH]c1=O is listed as 2, 7, -1.4, 0.5, 3.8, 1.0, 0.8, -6, -2.4
# NC(c1csc(NC(=O)Nc2ccc(OC(F)(F)F)cc2)n1)C1CCCCC1 (stereo unspecified) is listed as -11, 12, -4.5, 0.9, ., ., -3.2, 2, -0.8

# Continuation.
SMILES	Yp Topo-I inh	GDH-TPI counter	BH1578 lux ind	TcdB GH inh	Mtb UGM inh	PfHsp40 yeast	FadD28 binding	FBA Mtb inh	Mtb BioA inh
C/C(=N\OC(=O)c1ccccc1F)c1nccs1	8	-4	.	.	-2.8	-0.9	-1.9	1	-0.5
O=C(CSc1nc2ccccc2c(=O)n1-c1ccccc1F)NC1CC1	-2	14	i	1.5	1.3	-0.3	-1.9	2	3.7
O=C(CSc1nc2cccnc2n1Cc1ccccc1)N1CCCC1	-6	-1	i	.	-1.5	-0.6	-3.6	0	.
CCN(c1ccccc1)S(=O)(=O)c1ccc(F)cc1C	11	-1	-2.9	.	-3.5	-1.0	0.1	0	-2.2
Cc1cc(SCc2ccccc2F)nc(=O)[nH]1	6	-11	-0.2	0.9	-3.2	-0.8	-4.1	0	0.4
O=C(Nc1ccccc1)Nc1nnc(SCc2ccc(Cl)cc2)s1	1	8	-3.3	0.9	-1.3	-1.0	-3.2	2	.
COC(=O)[C@@H](NC(=O)Nc1ccc(C(C)=O)cc1)C(C)C	2	-1	-0.3	.	-0.2	-0.5	-2.2	1	0.6
O=C(NCc1cccnc1)c1cc(C2CCCN(C(=O)CCCc3ccccc3)C2)on1 (stereo unspecified)	18	-5	-1.2	1.5	.	.	-5.0	0	-0.6
COc1ccc(-c2nc3c4ccccc4ccn3c2CN2CCOCC2)cc1OC	9	13	0.5	3.8	-0.1	1.3	0.0	37*	9.6
CCSc1nnc(NC(=O)NC2CCCCC2)s1	9	1	-0.4	0.7	-0.4	-0.2	1.1	0	-0.2
O=C(CC(c1ccccc1)C1CCCCC1=O)c1ccccc1 (stereo unspecified)	16	3	.	0.1	.	-0.2	-2.8	-1	.
O=C(CNC(=O)C(c1ccccc1)c1ccccc1)OCc1ccccc1	4	-3	-0.1	1.1	0.8	-0.4	-0.3	0	10

# Two compounds drawn at random from the list so far, as already listed:
SMILES	Yp Topo-I inh	GDH-TPI counter	BH1578 lux ind	TcdB GH inh	Mtb UGM inh	PfHsp40 yeast	FadD28 binding	FBA Mtb inh	Mtb BioA inh
C/C(=N\OC(=O)c1ccccc1F)c1nccs1	8	-4	.	.	-2.8	-0.9	-1.9	1	-0.5
O=C(CNC(=O)C(c1ccccc1)c1ccccc1)OCc1ccccc1	4	-3	-0.1	1.1	0.8	-0.4	-0.3	0	10

# (further entries)
SMILES	Yp Topo-I inh	GDH-TPI counter	BH1578 lux ind	TcdB GH inh	Mtb UGM inh	PfHsp40 yeast	FadD28 binding	FBA Mtb inh	Mtb BioA inh
O=C(NCCCN1CCOCC1)C(=O)N/N=C/c1cccc2ccccc12	-4	25	i	1.1	-1.0	14	-3.7	-6	.
COC(=O)c1c(NC(=O)C(=O)NCC2CCCO2)sc2c1CC(C)(C)OC2 (stereo unspecified)	10	27	2.6	0.3	-1.1	0.5	0.4	0	-1.2
COc1ccc2[nH]c3c4c(ccc3c2c1)C(=O)C=CC4=O	-3	-8	i	0.6	.	-1.4	-4.7	12	9.3
N#CC(C#N)=Cc1ccc(-c2ccccc2F)o1	-6	-3	-0.3	0.4	4.7	-0.8	-3.3	-1	.
CCOC(=O)N1CCN(C(=O)C2CC(c3ccccc3OC)=NO2)CC1 (stereo unspecified)	-7	-2	-0.1	1.0	-1.2	0.6	-3.1	4	-1.4
COc1cc(/C=N/NC2=NCCCCC2)ccc1O	-7	30	-0.9	14*	1.7	-1.7	-0.5	0	-1.3
CSc1nnc(C)c(=O)n1COC(=O)/C=C/c1ccc2c(c1)OCO2	-4	28	-0.2	-1.2	1.1	0.2	-1.0	11	-0.7
CC(=O)Nc1ccc(-c2sc(Nc3ccccc3)n[n+]2C)cc1	-1	1	-2.7	1.4	3.5	-0.3	-3.6	2	0.2
CN1CCN(CCCNC(=O)c2ccc(/C=C3\Sc4ccccc4N(Cc4ccccc4F)C3=O)cc2)CC1	46	16	-0.3	6.4	.	-1.2	-8.4	4	.
CCc1cccc(C)c1NC(=O)C1CN(S(=O)(=O)c2ccccc2)CCN1S(=O)(=O)c1ccccc1 (stereo unspecified)	23	11	i	.	1.5	0.1	-1.8	-1	-1.3
Cc1cc(C)c(S(=O)(=O)c2ccccc2C)c(Oc2ccccc2)n1	9	-2	11	.	-1.8	0.4	-1.8	-1	.
Cc1ccc(C(=O)COC(=O)COc2ccc(C)c(C)c2)cc1	34	0	0.8	0.7	-1.9	0.5	-3.7	-1	0.1
Nc1c(C(=O)OCC(=O)Nc2ccc(OC(F)F)cc2)[nH]c(=O)[nH]c1=O	6	4	i	0.3	-0.2	-0.4	-0.1	5	-1.7
COc1ccccc1CNC(=O)c1c(-c2ccccc2)nn(-c2ccccc2)c1C	42	4	-0.2	.	4.5	1.5	0.0	4	-0.1
CC1(C(=O)OCC(=O)Nc2ccc(Cl)cn2)CC1(Cl)Cl (stereo unspecified)	5	9	i	0.7	-1.3	-0.8	-1.4	1	0.0

# Rows are unselected. Share with any hit: about 4.6%.
